West Nile antiviral – inhibition of WNV-induced cytopathic effect – cell-based, CPE readout (AID 1621); West Nile virus-infected cells, CPE inhibition; higher % means a stronger effect; actives 0.02% (n = 290,000); CPE inhibition, % at 10 µM, or IC50 in µM where a hit was titrated; in the data active = a potency from the dose series; note: strong numbers were not always called active
NS5 inhibitors – flavivirus cap methylation enzyme inhibition – biochemical, confirmation dose response, primary screen (AID 588689); Dengue-2 NS5 methyltransferase capping enzyme assay, biochemical; higher % means a stronger effect; inhibition, % at 25 µM, or IC50 in µM where a hit was titrated; actives 0.3% (n = 340,000); in the data active = a potency from the dose series
RSV CPE inhibition – RSV antiviral activity via CPE protection, HEp-2 cells, primary 10 µM value included (AID 2391). HEp-2 cells, RSV-induced CPE inhibition; higher % means a stronger effect. actives 0.13% (n = 310,000). CPE inhibition, % at 10 µM; hits with a dose series show IC50 in µM; in the data active = a potency from the dose series; note: strong numbers were not always called active
LYP inhibition – PTPN22 lymphoid phosphatase activity blockers – biochemical, fluorescence intensity, uHTS (AID 1779). recombinant LYP phosphatase, fluorescence intensity; higher % means a stronger effect. inhibition, % at 11.5 µM, or IC50 in µM where a hit was titrated. actives 0.054% (n = 290,000); in the data active = inhibition above about 50%;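 note: plate controls were vehicle with enzyme for no effect and no enzyme for full effect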
SV40 large T antigen – TAg ATPase/helicase activity blockers – biochemical (AID 1903); SV40 large T antigen ATPase/helicase inhibition assay; higher % means a stronger effect; actives 0.39% (n = 310,000); inhibition, % at 20 µM, or IC50 in µM where a hit was titrated; in the data active = a potency from the dose series; note: strong numbers were not always called active
CSM14.1 death rescue – rescue of cells from ER stress-induced death, primary screen, 384-well, CSM14.1, thapsigargin, ATP luminescence (AID 1222) | CSM14.1 thapsigargin-induced death rescue, ATP luminescence; higher % means a stronger effect | one-dose cellular ATP content (survival), % at 20 µM; EC50 in µM for titrated hits | 190,000 tested, under 10 active;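 active = EC50 below 50 µM in the dose-response confirmation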;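 note: death triggered by thapsigargin at about 15 µM added after 2 h compound pretreatment; cell ATP read after overnight thapsigargin exposure of roughly 18 to 22 hours; normalized against plate controls of thapsigargin alone and 5% DMSO vehicle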
GPR35 antagonists – inhibition of zaprinast-stimulated GPR35 beta-arrestin translocation – imaging, U2OS, beta-arrestin-GFP, zaprinast agonist, primary screen (AID 2058); inhibition, % at 10 µM; hits with a dose series show IC50 in µM; actives 0.052% (n = 290,000); U2OS GPR35 beta-arrestin-GFP translocation imaging, zaprinast antagonism; higher % means a stronger effect;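 active = inhibition of at least 50% with at least 30 cells and total cytoplasm GFP at most 10,000,000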
MgcRacGAP inhibition – MgcRacGAP GTPase-activating activity inhibitors, confirmation, biochemical, ADP Hunter fluorescence; actives 0.6% (n = 340,000); inhibition, % at 30 µM; hits with a dose series show IC50 in µM; MgcRacGAP-stimulated Rac1 GTP hydrolysis, ADP Hunter fluorescence; higher % means a stronger effect; GST-tagged Rac1 F28L mutant substrate;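 active = first-screen hits whose inhibition reached a set limit at any dose in the follow-up dose series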;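 note: fluorescence reports GDP produced by GAP-driven GTP hydrolysis; strong numbers were not always called active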
PhoP inhibition – inhibitors of PhoP regulon expression, primary screen, Salmonella Typhimurium, GFP reporter (AID 1863) | inhibition, % at 50 µM; hits with a dose series show IC50 in µM | actives 0.16% (n = 300,000) | S. Typhimurium PhoP-regulated promoter GFP reporter, 4 h; higher % means a stronger effect;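 active = inhibition over 29.93%, a cutoff 3 SD above the screen mean, later confirmed by dose response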;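 note: 0% = low Mg2+ inducing control and 100% = high Mg2+ repressing control; strong numbers were not always called active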
The depositor's hits bear a star; . = not tested or not shown; & = joins results of further samples. The order is random (roughly 1.5% active in at least one column).

SMILES	West Nile antiviral	NS5 inhibitors	RSV CPE inhibition	LYP inhibition	SV40 large T antigen	CSM14.1 death rescue	GPR35 antagonists	MgcRacGAP inhibition	PhoP inhibition
COc1ccc(CCNC(=O)C2CCC(=O)N(CC3CCCCC3)C2)cc1 (centres undefined)	-0.8%	1%	.	2%	.	.	-11%	6%	.
Cn1cnc(Sc2ncnc3nc[nH]c23)c1[N+](=O)[O-]	2.2%	-9%	8.9%	-4%	23%	.	1%	18%	14%
COc1ccc(-n2nnnc2SCC(=O)c2ccc3c(c2)OCCO3)c(OC)c1	.	1%	0.9%	8%	6%	-1.9%	13%	-1%	-9%
Cc1nc2cc(C(F)(F)F)ccc2n1C1CCN(CC(=O)N2CCCC2)CC1	-0.7%	-15%	-0.2%	-3%	6%	0.0%	-13%	-15%	6%
Cc1ccc(NC(=O)Nc2cc(C(F)(F)F)c[nH]c2=O)cc1	-0.5%	-2%	3.6%	-7%	6%	.	0%	6%	6%
O=C(NNC(=O)C1CC(c2cccs2)=NO1)Nc1ccc(Cl)cc1 (centres undefined)	0.7%	-14%	1.6%	-2%	18%	.	7%	5%	-6%
CC(=O)Nc1ccc(S(=O)(=O)NC(CC(=O)N(C)Cc2ccccc2)C(C)C)cc1 (centres undefined)	0.0%	-4%	1.4%	-19%	3%	-0.7%	5%	2%	8%
CCOc1ccccc1C1C(C#N)=C(N)Oc2n[nH]c(CC)c21 (centres undefined)	0.4%	-3%	-0.4%	-9%	6%	-1.3%	-3%	4%	-9%
COC(=O)CNS(=O)(=O)c1ccc(Cc2ccc(S(=O)(=O)NCC(=O)OC)cc2)cc1	0.2%	5%	-0.4%	-12%	22%	-0.1%	-9%	-11%	0%
Cc1c(NC(=O)/C(C#N)=C/C2CC=CCC2)c(=O)n(-c2ccccc2)n1C (centres undefined)	.	-5%	-0.1%	-4%	6%	-0.4%	-10%	5%	11%
O=C(NCc1ccco1)c1cnn2c(C(F)(F)F)cc(-c3ccccc3)nc12	-0.2%	-2%	3.5%	2%	5%	-2.9%	-20%	2%	-5%
Nc1nonc1-c1noc(-c2ccc(Br)o2)n1	.	-11%	3.1%	-2%	-2%	0.0%	-8%	8%	24%
CCC(C)N(C(=O)Cn1nnc2ccccc21)C(C(=O)Nc1ccc(F)cc1)c1cccc(OC)c1 (centres undefined)	-0.5%	-6%	2.2%	2%	2%	2.9%	0%	7%	-3%
COc1ccc([N+](=O)[O-])cc1NS(=O)(=O)c1cc(C(=O)O)ccc1OC	0.3%	-2%	-0.5%	-9%	13%	.	-2%	-1%	-5%
COc1cc2c(cc1OC)CN(Cc1ccc(OC)c(C)c1OC)CC2	-1.7%	3%	2.1%	-2%	1%	.	-3%	28%	-1%

The closing five compounds of the part above open the next one.
SMILES	West Nile antiviral	NS5 inhibitors	RSV CPE inhibition	LYP inhibition	SV40 large T antigen	CSM14.1 death rescue	GPR35 antagonists	MgcRacGAP inhibition	PhoP inhibition
O=C(NCc1ccco1)c1cnn2c(C(F)(F)F)cc(-c3ccccc3)nc12	-0.2%	-2%	3.5%	2%	5%	-2.9%	-20%	2%	-5%
Nc1nonc1-c1noc(-c2ccc(Br)o2)n1	.	-11%	3.1%	-2%	-2%	0.0%	-8%	8%	24%
CCC(C)N(C(=O)Cn1nnc2ccccc21)C(C(=O)Nc1ccc(F)cc1)c1cccc(OC)c1 (centres undefined)	-0.5%	-6%	2.2%	2%	2%	2.9%	0%	7%	-3%
COc1ccc([N+](=O)[O-])cc1NS(=O)(=O)c1cc(C(=O)O)ccc1OC	0.3%	-2%	-0.5%	-9%	13%	.	-2%	-1%	-5%
COc1cc2c(cc1OC)CN(Cc1ccc(OC)c(C)c1OC)CC2	-1.7%	3%	2.1%	-2%	1%	.	-3%	28%	-1%
O=C1NC(=Nc2ccccc2)S/C1=C\c1cccn1-c1ccccc1	2.4%	3%	1.9%	8%	11%	-2.0%	-6%	9%	-10%
COc1ccc(OC)c(/C=C/C(=O)N(C)CC(=O)Nc2ccc(C)cc2)c1	-0.1%	-5%	1.9%	0%	5%	-4.3%	10%	-2%	-7%
C=CCn1c(SCC(=O)NC2CC2)nnc1-c1cccs1	-0.4%	1%	0.4%	-10%	4%	.	-7%	6%	-6%
CC1CC(C)(C)NC(=S)O1 (centres undefined)	0.0%&0.6%	-1%&-2%	0.3%&1.1%	-6%&-7%	20%&4%	0.0%	-3%&4%	7%&4%	2%&-2%
O=C(Nc1ccc(Cl)cn1)C1CC1	1.0%	-4%	2.2%	-4%	4%	.	4%	-8%	5%
O=C(Nc1cccc(NC(=O)c2ccc(Br)o2)n1)c1ccc(Br)o1	0.6%	0%	0.0%	4%	19%	-5.6%	11%	1%	-15%
Cc1n[nH]c(C)c1CCc1nc2c3ccccc3nc(SCC(N)=O)n2n1	0.1%	1%	.	-2%	34%	-1.7%	-1%	7%	9%
O=C(Cn1c(N2CCN(c3ccccc3)CC2)nc2ccccc21)c1ccccc1	.	1%	3.4%	9%	1%	-1.4%	4%	4%	-8%
Cc1cccc(C)c1NC(=O)N1CCC(n2cnc3ccccc32)CC1	0.2%	6%	-0.1%	-14%	-3%	-3.2%	7%	4%	-2%
CCn1c(CCNC(=O)c2ccc(C)cc2)nnc1SCc1ccc(Cl)c(Cl)c1	.	-1%	11%	-3%	2%	-2.5%	5%	7%	-5%
O=C(O)c1ccc2cc(-c3ccccc3)[nH]c2c1	.	-9%	2.8%	.	12%	.	.	-6%	.
CC(=O)N=C1SC2CS(=O)(=O)CC2N1c1cccc(Cl)c1Cl (centres undefined)	-0.1%	-7%	1.3%	-10%	1%	-0.5%	6%	2%	0%
Cc1cc(C)c(S(N)(=O)=O)c(C)c1N(C)S(=O)(=O)c1ccc(Cl)cc1	-0.4%	-6%	5.4%	-7%	4%	.	3%	3%	-2%
COc1ccc(CCN2C(=O)NC(NS(=O)(=O)c3ccc(Cl)cc3)(C(F)(F)F)C2=O)cc1OC (centres undefined)	0.5%	5%	-1.9%	-4%	13%	0.3%	-7%	1%	-3%
COc1ccc(N(CC(=O)N/N=C/c2cccnc2)S(=O)(=O)c2ccc(C)cc2)cc1OC	-0.3%	1%	1.1%	-6%	27%	.	9%	8%	0%
NC(=O)COC(=O)c1ccc2c(c1)S(=O)(=O)c1ccccc1C2=O	-0.3%	4%	3.1%	-12%	11%	.	8%	8%	0%
CN(C)c1ccc(/C=N/NC(=O)c2ccc3c(c2)OCO3)cc1	-0.9%	-4%	2.6%	-1%	10%	.	-4%	17%	10%
COc1cc2c(cc1OC)C(c1cccc(Br)c1)NC(=O)C2 (centres undefined)	-0.8%	-15%	1.2%	-16%	11%	.	-1%	-8%	8%
COc1ccccc1NC(=O)C1=C(C)Nc2nc(-c3ccc(N(C)C)cc3)nn2C1c1ccncc1 (centres undefined)	-0.6%	-2%	2.5%	-1%	1%	-1.6%	5%	16%	0%
COc1ccc2[nH]c(=O)c(CN(C(=O)c3ccccn3)c3ccccc3)cc2c1	0.5%	-1%	3.0%	-11%	2%	-0.8%	-11%	7%	11%
O=C(N1CCOCC1)N(Cc1ccccc1)c1ccccn1	0.1%	-5%	0.5%	-5%	9%	0.2%	9%	6%	6%
O=C(/C=C/c1cccs1)c1ccc(NC(=O)c2cccc(Br)c2)cc1	0.7%	-4%	10%	1%	5%	-1.9%	-2%	2%	-10%
Cc1ccccc1C(=O)OCc1nnc(-c2ccc(Cl)cc2)o1	-0.5%	5%	2.9%	2%	7%	-0.9%	8%	6%	7%
Cc1cccc(CN2CCSc3sccc3C2=O)c1	1.3%	-2%	0.1%	-10%	1%	2.4%	-13%	9%	5%
COc1ccc(CCNC(=O)COC(=O)C23CC4CC(CC(C4)C2)C3)cc1	0.0%	-2%	1.1%	-3%	9%	1.6%	-10%	6%	-8%
O=C1CCCc2[nH]c(-c3ccccc3)nc21	-0.3%	3%	1.1%	-10%	.	-2.0%	-11%	1%	.
COc1ccc(C2=Nn3c(nnc3-c3ccncc3)SC2)cc1OC	2.3%	2%	-3.0%	-6%	18%	1.6%	0%	7%	3%
Cc1c(C(N)=O)c(-c2ccccc2)nn1-c1ccccc1	-0.3%	-7%	0.5%	-6%	-1%	-0.5%	-5%	3%	14%
O=C(Cc1ccccc1)N/N=C/c1ccccn1	0.1%	2%	1.7%	.	.	.	.	10%	.
CN(C)C(=O)CN1CCN(Cc2nc(CC3CC3)no2)CC1	-0.1%	-12%	3.3%	-7%	24%	.	-3%	8%	-9%
CCOc1ccc(NCCC(=O)c2ccc3c(c2)OCO3)cc1	0.4%	32%	0.3%	-10%	11%	0.1%	17%	28%	25%
O=C(c1ccncc1)N1CCCC(N2CCN(c3cccc(C(F)(F)F)c3)CC2)C1 (centres undefined)	-0.6%	-8%	2.4%	-6%	28%	.	-3%	3%	-7%
O=C(CCNS(=O)(=O)c1cccc2nsnc12)NCCc1ccccc1	-0.1%	-1%	1.7%	5%	4%	-2.1%	3%	1%	0%
N#Cc1cnc(Nc2nc3ccccc3o2)nc1-c1ccccc1	0.1%	6%	2.3%	5%	21%	-2.8%	8%	-2%	-2%
O=C(Nc1ccc(Cl)c(Cl)c1)OCCNC(=O)c1ccncc1	-1.0%	2%	5.5%	-6%	0%	1.9%	2%	-5%	-6%
O=C(NCCc1ccccc1)c1nc2ncccn2n1	1.2%	-5%	-0.1%	-1%	6%	-1.4%	-5%	18%	4%
OCCN1CCN(CC/C=C2/c3ccccc3Sc3ccc(C(F)(F)F)cc32)CC1	.	9%	6.3%	.	19%	.	.	5%	9%
COc1cc(OC)c2c(-c3ccccc3)cc(=O)oc2c1C(CC(=O)N1CCN(c2ccccc2)CC1)c1ccc2c(c1)OCO2 (centres undefined)	-0.1%	.	.	5%	.	.	-5%	.	4%
Cc1cc(C)n(-c2ccc(C(=O)Nc3nnc(C4CC4)s3)cc2)n1	0.0%	-2%	2.4%	2%	1%	.	-18%	1%	-2%
Cc1cccc(N(CC(=O)N=Nc2c(O)[nH]c3ccccc23)S(C)(=O)=O)c1C	0.7%	-6%	3.2%	-3%	11%	3.9%	-16%	8%	-1%
O=C(c1cccc(S(=O)(=O)N2CCCC2)c1)c1cccc(S(=O)(=O)N2CCCC2)c1	0.0%	6%	-0.9%	-4%	23%	4.4%	-6%	11%	-2%
CC(NC(=O)C1CCN(S(=O)(=O)c2cccc3nonc23)CC1)c1ccccc1 (centres undefined)	0.2%	-13%	0.8%	-4%	8%	.	16%	-3%	-3%
COc1cc(NS(=O)(=O)c2csc(C(N)=O)c2)cc(OC)c1	1.2%	-2%	-0.7%	-7%	6%	.	-5%	6%	10%
COc1cc(C)c(S(=O)(=O)Nc2ccc(CC(=O)O)cc2)cc1C	1.0%	-6%	1.9%	-6%	4%	1.1%	6%	14%	-7%
O=C(N/N=C/c1coc2ccccc2c1=O)c1cc(Br)c(O)c(Br)c1	-0.3%	7%	6.0%	-6%	20%	.	-9%	10%	2%
Cc1ccc(-c2cc3nc(-c4ccccc4)cc(N)n3n2)cc1	1.6%	-9%	2.6%	-4%	9%	-1.7%	0%	6%	-6%

Screens deposited in PubChem by several laboratories.
